S2 tox: reduces viability in counter-screen for ATXN expression inhibitors. Potency, µM (series often up to 56.7 µM), most hits filed as cytotoxic. AID 651635. S2 cells (HEK-293 line with an ATXN2-luciferase reporter) viability, CellTiter-Fluor protease fluorescence, 24 h. actives 0.49% (n = 400,000); note: nearly all actives have a fitted effect of over 40% in size
EPAC2 antag: antagonists of human EPAC2. Potency, µM (series often up to 114 µM), inactives show at the highest dose activity, negative = inhibition, usual class: inhibitors. actives 0.18% (n = 360,000). EPAC2 GEF exchange of Rap1B-BODIPY-GDP, fluorescence. AID 720708; note: % is set by controls: 0 for no effect and ±100 for the full control effect; nearly all actives have a fitted effect of over 45% in size; many of its hits are not listed in these tables
Target sequence (Q8WZA2 whole entry, looked up): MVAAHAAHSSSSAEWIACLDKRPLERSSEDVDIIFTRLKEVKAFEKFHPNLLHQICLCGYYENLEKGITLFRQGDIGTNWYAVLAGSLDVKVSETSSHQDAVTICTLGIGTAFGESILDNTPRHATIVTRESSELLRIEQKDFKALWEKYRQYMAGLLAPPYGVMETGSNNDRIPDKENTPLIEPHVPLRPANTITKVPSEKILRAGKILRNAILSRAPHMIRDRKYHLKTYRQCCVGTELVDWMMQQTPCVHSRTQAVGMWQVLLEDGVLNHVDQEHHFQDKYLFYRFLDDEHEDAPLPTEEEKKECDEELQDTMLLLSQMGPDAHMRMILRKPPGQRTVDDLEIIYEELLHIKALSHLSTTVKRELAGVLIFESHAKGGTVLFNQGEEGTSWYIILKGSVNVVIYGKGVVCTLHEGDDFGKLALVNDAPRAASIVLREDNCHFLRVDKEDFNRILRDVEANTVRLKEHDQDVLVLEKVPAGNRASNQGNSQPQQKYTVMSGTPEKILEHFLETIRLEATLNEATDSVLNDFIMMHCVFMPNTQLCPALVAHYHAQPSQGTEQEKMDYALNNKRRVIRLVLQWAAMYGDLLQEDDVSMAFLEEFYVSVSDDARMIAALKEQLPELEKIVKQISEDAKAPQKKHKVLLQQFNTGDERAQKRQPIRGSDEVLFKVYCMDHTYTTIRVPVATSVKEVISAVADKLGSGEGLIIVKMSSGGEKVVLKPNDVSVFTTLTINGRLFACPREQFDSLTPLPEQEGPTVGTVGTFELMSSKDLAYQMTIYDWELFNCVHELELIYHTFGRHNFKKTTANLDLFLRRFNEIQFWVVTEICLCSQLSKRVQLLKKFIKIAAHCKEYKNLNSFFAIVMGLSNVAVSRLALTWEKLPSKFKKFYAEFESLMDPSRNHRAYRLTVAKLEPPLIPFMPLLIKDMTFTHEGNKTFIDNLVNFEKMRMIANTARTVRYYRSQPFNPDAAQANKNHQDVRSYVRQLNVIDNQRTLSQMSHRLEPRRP
HepG2 tox: counter-screen for TGF-b inhibitors: cytotoxicity in HepG2 cells. HepG2 CAGA-GFP viability, ATP luminescence, 18 h. Potency, µM (top dose mostly 46.1 µM), without a hit: at the top dose activity change, negative = cytotoxicity, hits mostly cytotoxic. actives 0.76% (n = 410,000). AID 588856; note: some results filed as inactive show a strong effect at the top dose
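HepG2 CAGA-GFP cells (1000/well, DMEM with 1% FBS) received compound, then TGF-beta at 500 pg/mL final, and were incubated 18 hours at 37 degrees C. Viability was read by CellTiter-Glo luminescence. Media-only wells were set as complete cell-killing and DMSO as no toxicity.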
Nrf2 inh: inhibitors of Nrf2 signaling | A549 ARE-Fluc reporter, luciferase luminescence, 18-24 h | Potency, µM (series often up to 46 µM), without a hit: top-dose activity change, negative = inhibition, usual class: inhibitors | actives 2.1% (n = 360,000) | AID 504444; note: % is set by controls: 0 for no effect and ±100 for the full control effect; nearly all actives have a fitted effect of over 60% in size
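Cells were seeded and rested 2 h, then exposed to compounds for 18-24 h. CellTiter-Fluor was read first as a viability measure. BugLite was added 15 min before the final luminescent read of ARE-luciferase activity in A549 cells.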
Nrf2 ARE act: activates Nrf2 signaling. AREc32 ARE-luciferase reporter (MCF7-derived line), luminescence, 24 h. Potency, µM (doses to about 46.1 µM), inactives show at the top dose activation, most hits filed as activators. actives 0.31% (n = 410,000); note: % of control where 0% means no effect; nearly all actives have a fitted effect of over 65% in size
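Luminescent ARE reporter assay in AREc32_Fluc cells: overnight plating at 37 deg C, 24 hr compound incubation, Steady-Glo added, 30 min RT before reading.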
A549 viability: counter-screen for Nrf2 inhibitors: cytotoxicity in A549 cells. actives 0.16% (n = 390,000). Potency, µM (doses to about 46 µM), for inactives: at the top dose activity change, negative = cytotoxicity, usual class: inhibitors. A549 ARE-Fluc cells, CellTiter-Fluor viability, 18-24 h; note: % is set by controls: 0 for no effect and ±100 for the full control effect
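A549 ARE_Fluc cells in 5% FBS OPTI-MEM were exposed to compounds in concentration-response for 18-24 h at 37 deg C. Viability was read by CellTiter-Fluor fluorescence (Ex 405/Em 525) after 30 min, before the luciferase read.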
TGFb SMAD3 inh: blocks TGF-b signaling. HepG2 CAGA-GFP TGF-b/SMAD3 reporter, GFP fluorescence, 18 h; TGF-beta stimulated, 500 pg/mL final. Potency, µM (doses to about 46.1 µM), for the others: at the highest dose activity, negative = inhibition, hits mostly inhibitors. actives 1.2% (n = 410,000). AID 588855; note: % is set by controls: 0 for no effect and ±100 for the full control effect; nearly all actives have a fitted effect of over 65% in size
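Read-out: total well GFP (ex488/em500-530) summed from mean per-cell fluorescence. Cells: HEPG2 CAGA-GFP, 1% FBS DMEM, 18 h at 37 degrees C with 500 pg/mL final TGF-beta. Unstimulated wells served as the full-inhibition control; stimulated DMSO wells = 0%.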
MCF10A rereplic: induces DNA re-replication in MCF 10a normal breast cells; MCF 10A DNA re-replication, Hoechst nuclear intensity, 48 h; Potency, µM (titrated, usually from 46.1 µM), without a hit: top-dose activity, positive = re-replication, hits mostly activators; actives 2.9% (n = 350,000); AID 624296; note: % of control where 0% means no effect; nearly all actives have a fitted effect of over 50% in size
ATXN2 expr inh: inhibitors of ATXN2 expression | HEK-293 ATXN2-luciferase reporter, luminescence, 24 h | Potency, µM (highest dose often 57 µM), without a hit: top-dose activity change, negative = inhibition, hits mostly inhibitors | actives 0.72% (n = 360,000); note: % is set by controls: 0 for no effect and ±100 for the full control effect; nearly all actives have a fitted effect of over 55% in size
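ATXN2-luciferase reporter cells (luciferase flanked by upstream and downstream ATXN2 gene portions) were treated 24 h at 37 °C with compounds at up to 57 uM. SteadyGlo luminescence gave expression; GF-AFC fluorescence gave viability.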
Active calls of the source: *; i = inactive; u = inconclusive; x = no result given; [ ] = dose if it differs, or a comment. Calls come from the whole dose curve; as a rule, active = well fitted curve in the direction sought with a large enough effect; inconclusive = small, poorly fitted or top-dose-only effect, or another doubt; inactive = no such curve, though single readings can be large; an effect the other way counts as inactive or inconclusive. Potency is the fitted concentration of half-maximal effect.

SMILES	S2 tox	EPAC2 antag	HepG2 tox	Nrf2 inh	Nrf2 ARE act	A549 viability	TGFb SMAD3 inh	MCF10A rereplic	ATXN2 expr inh
N=c1c(C(=O)NC2CCCCC2)cc2c(=O)n3ccccc3nc2n1CCc1ccccc1	u	-10%	-15%	10%	0.3%	5%	1%	2.6µM*	-13%
COc1ccc(Cn2c(CCC(=O)Nc3ccc(OC)c(Cl)c3)nc3cccnc32)cc1	u	x	-43%	-1%	-0.2%	-4%	u	x	-26%
O=C(Nc1ccccc1)C1=C[C@H](c2ccccc2)C[C@H](OCc2ccc(CO)cc2)O1	i	-3%	-5%	-10%	9.8%	-17%	4%	13%	4%
Cc1ccc(/C=N/NC(=O)CSc2nc3nc(C)cc(C)n3n2)cc1	i	6%	-3%	-11%	3.5%	-1%[1.84 µM]	-2%	u	9%
CCOC(=O)C1=CN(CC)S(=O)(=O)NC1c1ccc(C(F)(F)F)cc1 (configuration not stated)	i	-8%	-26%	-5%	4.0%	6%	-14%	u	-7%
COc1cccc(-c2ccc3c(c2)S(=O)(=O)c2cccc(C(=O)O)c2C3=O)c1OC	i	-8%	7%	0%	2.0%	-5%	4%	-21%	3%
O=C(CS(=O)CC(=O)Nc1ccccc1-c1ccccc1)Nc1ccc(F)cc1 (configuration not stated)	i	-8%	-7%	-14%	-0.3%	-4%	-2%	1%	7%
CCOc1ccc(OCCOCCOc2ccccc2Cl)cc1	i	1%	-36%	13%	0.2%	14%	u	6%	7%
CC(=O)Nc1ccc(S(=O)(=O)N2CCN(C3CCCCCCC3)CC2)cc1	i	-4%	-32%	-28%	0.0%	-12%	u	9%	-24%
CCN1C(=O)c2ccccc2Sc2ccc(NC(=O)Nc3ccccc3OC)cc21	u	x	-14%	x	5.5%	-5%	u	x	-38%
CCC12CN(S(=O)(=O)c3ccc(C)cc3)CC(CC)(CN(S(=O)(=O)c3ccc(C)cc3)C1)C2=O	i	2%	1%	x	-0.7%	3%	-36%	u	-9%
O=C1C(NS(=O)(=O)c2cccs2)=C(N2CCN(c3cccc(Cl)c3)CC2)C(=O)c2ccccc21	i	0%	-4%	21µM*	8.6%	u	u	u	-18%
COC(=O)c1ccccc1NC(=O)COC(=O)c1ccco1	i	-6%	8%	-2%	18%	-6%	2%	1%	6%
COc1cc(N2Cc3ccccc3C2)ccc1C=O	i	-3%	-55%	u	0.4%	0%	u	-3%	u
CCOC(=O)c1ccc(NC(=O)CN2C(=O)CCC2=O)cc1	i	4%	0%	x	2.1%	-8%	-2%	0%	-6%
Cc1nn(Cc2ccc(Cl)cc2)c2sc(C(=O)O)cc12	i	-20%	23%	-19%	-0.3%	-3%	10%	-3%	-18%[11.3 µM]
CCOC(=O)CN(C(=O)CSc1nnc(CNc2ccc(C)cc2C)o1)c1ccccc1	u	-6%	-24%	-22%	0.2%	-3%	-13%	8%	-11%
CCC1CCCCN1CCCNC(=O)C1CCN(c2nnc(-n3cccc3)s2)CC1 (configuration not stated)	i	-4%	0%	u	0.2%	0%	18%	-11%	x
CCN(CC)S(=O)(=O)c1ccc(C(=O)Oc2ccc3c(c2)OCO3)cc1	i	-6%	-6%	-5%	0.3%	6%	-9%	-2%	-10%
O=C(O)c1ccccc1C(=O)NC1=NN(c2ccccc2)CC1	i	-4%	0%	0%	0.1%	-4%	4%	0%	-7%
COc1ccc(N(Cc2cc3ccccc3[nH]c2=O)S(C)(=O)=O)cc1	i	8%	-8%	-7%	0.9%	-5%	3%	-19%	-4%
C/C(=N/NC(=O)Cc1c(C)[nH][nH]c1=O)c1ccc(O)cc1	i	-1%	-27%	13%	-0.4%	10%	-23%	21%	-7%
N#Cc1cccc(NC(=O)CNc2cccc(S(=O)(=O)N3CCCC3)c2)c1	u	25%	-7%	7.3µM*	3.8%	u	-11%	u	u
COc1ccc(CNC(=O)CSc2ccc(Br)cc2)cc1OC	i	-7%	-20%	23µM*	-0.6%	1%	-1%	-7%	-13%
COc1cc2c(C(=O)N3CCN(c4ccccc4F)CC3)cn(C)c(=O)c2cc1OC	u	3%	15%	3%	3.0%	0%	14%	-3%	x

Sorted by count of non-hydrogen atoms (lowest first): part of the list above
SMILES	S2 tox	EPAC2 antag	HepG2 tox	Nrf2 inh	Nrf2 ARE act	A549 viability	TGFb SMAD3 inh	MCF10A rereplic	ATXN2 expr inh
COC(=O)c1ccccc1NC(=O)COC(=O)c1ccco1	i	-6%	8%	-2%	18%	-6%	2%	1%	6%
COc1cc2c(C(=O)N3CCN(c4ccccc4F)CC3)cn(C)c(=O)c2cc1OC	u	3%	15%	3%	3.0%	0%	14%	-3%	x
N=c1c(C(=O)NC2CCCCC2)cc2c(=O)n3ccccc3nc2n1CCc1ccccc1	u	-10%	-15%	10%	0.3%	5%	1%	2.6µM*	-13%

14 successive records already listed, for reference:
SMILES	S2 tox	EPAC2 antag	HepG2 tox	Nrf2 inh	Nrf2 ARE act	A549 viability	TGFb SMAD3 inh	MCF10A rereplic	ATXN2 expr inh
O=C1C(NS(=O)(=O)c2cccs2)=C(N2CCN(c3cccc(Cl)c3)CC2)C(=O)c2ccccc21	i	0%	-4%	21µM*	8.6%	u	u	u	-18%
COC(=O)c1ccccc1NC(=O)COC(=O)c1ccco1	i	-6%	8%	-2%	18%	-6%	2%	1%	6%
COc1cc(N2Cc3ccccc3C2)ccc1C=O	i	-3%	-55%	u	0.4%	0%	u	-3%	u
CCOC(=O)c1ccc(NC(=O)CN2C(=O)CCC2=O)cc1	i	4%	0%	x	2.1%	-8%	-2%	0%	-6%
Cc1nn(Cc2ccc(Cl)cc2)c2sc(C(=O)O)cc12	i	-20%	23%	-19%	-0.3%	-3%	10%	-3%	-18%[11.3 µM]
CCOC(=O)CN(C(=O)CSc1nnc(CNc2ccc(C)cc2C)o1)c1ccccc1	u	-6%	-24%	-22%	0.2%	-3%	-13%	8%	-11%
CCC1CCCCN1CCCNC(=O)C1CCN(c2nnc(-n3cccc3)s2)CC1 (configuration not stated)	i	-4%	0%	u	0.2%	0%	18%	-11%	x
CCN(CC)S(=O)(=O)c1ccc(C(=O)Oc2ccc3c(c2)OCO3)cc1	i	-6%	-6%	-5%	0.3%	6%	-9%	-2%	-10%
O=C(O)c1ccccc1C(=O)NC1=NN(c2ccccc2)CC1	i	-4%	0%	0%	0.1%	-4%	4%	0%	-7%
COc1ccc(N(Cc2cc3ccccc3[nH]c2=O)S(C)(=O)=O)cc1	i	8%	-8%	-7%	0.9%	-5%	3%	-19%	-4%
C/C(=N/NC(=O)Cc1c(C)[nH][nH]c1=O)c1ccc(O)cc1	i	-1%	-27%	13%	-0.4%	10%	-23%	21%	-7%
N#Cc1cccc(NC(=O)CNc2cccc(S(=O)(=O)N3CCCC3)c2)c1	u	25%	-7%	7.3µM*	3.8%	u	-11%	u	u
COc1ccc(CNC(=O)CSc2ccc(Br)cc2)cc1OC	i	-7%	-20%	23µM*	-0.6%	1%	-1%	-7%	-13%
COc1cc2c(C(=O)N3CCN(c4ccccc4F)CC3)cn(C)c(=O)c2cc1OC	u	3%	15%	3%	3.0%	0%	14%	-3%	x

(next part)
SMILES	S2 tox	EPAC2 antag	HepG2 tox	Nrf2 inh	Nrf2 ARE act	A549 viability	TGFb SMAD3 inh	MCF10A rereplic	ATXN2 expr inh
CCOCCCNc1ccc(N2C(=O)CCCC2=O)cc1[N+](=O)[O-]	u	-25%	5%	4%	0.1%	-17%	14%	5%	1%
O=C(NCC(O)c1nc2ccccc2[nH]1)c1cc2ccccc2[nH]1 (configuration not stated)	i	6%	3%	x	0.5%	x	-8%	x	10%
O=C(NC1CCCCCC1)c1nc2ncccn2n1	i	2%	2%	7%	0.4%	2%	1%	-7%	2%
CC1=C(C(=O)Nc2ccccc2)C(c2ccc3c(c2)OCO3)C2=C(CCCC2=O)N1 (configuration not stated)	u	0%	1%	-3%	-0.6%	-8%	-5%	-3%	-11%
COc1ccc(-c2cc(C(=O)Nc3c(C)nn(Cc4ccc(C)cc4)c3C)no2)cc1OC	u	x	-22%	u	4.6%	-2%	-10%	x	-29%
C[C@H](CO)N1C[C@H](C)[C@@H](CN(C)S(=O)(=O)c2ccc3ccccc3c2)OCc2cnnn2CCCC1=O	i	1%	-7%	x	-0.2%	x	2%	x	11%
Cc1ccc(C)n1-c1cccc(NC(=O)c2ccccc2)c1	i	-9%	-11%	11%	u	18%	3%	u	-12%
CCCCN(C(C)=O)C1CC(=O)N(c2ccc(OCCC)cc2)C1=O (configuration not stated)	i	10%	35%	15%	-0.6%	8%	-1%	0%	x
CC1CN(C(C)C)C(=S)NC1=O (configuration not stated)	u	9%	14%	-1%	-0.4%	-1%	-9%	0%	5%
CCOC(=O)COc1ccc2ccccc2c1/C=C/[N+](=O)[O-]	14µM*	4%	5.6µM*	u	u	u	5µM*	u	u
COC(=O)C(C(=O)Nc1ccccc1C)C1CCCC1 (configuration not stated)	i	4%	-56%	9%	-0.2%	0%	-2%	3%	-12%
CC1CC(C)CN(C(=O)C2CCC(CNc3c(N4CCCCC4)c(=O)c3=O)CC2)C1 (configuration not stated)	i	6%	14%	1%	-0.6%	1%	20%	0%	x
CC(C)(C)OC(=O)[C@H](Cc1ccccc1)NC(=O)c1[nH]cnc1C(=O)N[C@@H](Cc1ccccc1)C(=O)OCc1ccccc1	u	-2%	-5%	u	6.3%	-18%	u	-29%	3%
Cc1ccc(Cn2c(C(=O)O)c(CNC3CCCC3)c3ccc(C)cc32)cc1	u	x	4%	11%	0.6%	-18%	0%	x	12%
O=C(COC(=O)/C=C/c1c(F)cccc1Cl)NCC1CCCO1 (configuration not stated)	i	-17%	-16%	8%	17%	12%	0%	2%	-8%
CSc1ccccc1C(=O)NC1CCSc2ccccc21 (configuration not stated)	i	-3%	-10%	13%	3.1%	14%	-19%	-1%	18%
Cc1ccc(C)c(N2CCN(S(=O)(=O)c3ccc4c(c3)OCCO4)CC2)c1	i	-3%	0%	-20%	3.6%	0%	-18%	2%	-15%
CCN(c1ccc(OC)cc1)S(=O)(=O)N1CCCC(C(=O)NCc2ccc(OC(C)C)cc2)C1 (configuration not stated)	i	4%	-1%	x	0.2%	x	-20%	x	x

Screening data deposited in PubChem BioAssay by National Center for Advancing Translational Sciences (NCATS).

Only part of the results is shown, so the mix of outcomes need not match the whole.
